Screens deposited in PubChem by National Center for Advancing Translational Sciences (NCATS).
SMN2 splice up: increases expression of the SMN2 splice variant. hit rate 2.8% among 210,000. AID 1458. HEK293 SMN2-luciferase splicing reporter, luminescence, 30-36 h. Potency, µM (highest dose often 46.1 µM), without a hit: at the top dose activity change, positive = activation, actives largely listed as activators; further: % of control where 0% means no effect; nearly all actives have a fitted effect of over 55% in size
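HEK293 cells carry an SMN2 […]–luciferase reporter in which exon 7 inclusion puts luciferase in frame. Cells were plated 10-12 h before compound addition, then incubated 30-36 h at 37C. ONE-Glo luminescence was read; sodium butyrate at 4.5 mM final served as control.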
Luc counter: Kinase-Glo luciferase inhibition (counter-screen); Potency, µM (doses to about 38.3 µM), for the others: at the top dose activity change, negative = inhibition, most hits filed as inhibitors; AID 1379; Kinase-Glo luciferase, ATP luminescence, 8 min; hit rate 0.28% among 200,000; Q27757; further: on the % scale 0 is the no-effect control and ±100 the full control effect; nearly all actives have a fitted effect of over 60% in size
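Light output from Kinase-Glo luciferase with luciferin and 10 uM ATP in 50 mM imidazole pH 7.2, KCl, MgCl2, Tween 20, BSA; compound pin-delivered, 8-min ambient incubation, then luminescence read.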
KDM4E inh: blocks human JMJD2E demethylase activity; JMJD2E catalytic domain, FDH-coupled NADH fluorescence (FDH is formaldehyde dehydrogenase); Potency, µM (top dose mostly 57.1 µM), for the others: top-dose activity change, negative = inhibition, hits mostly inhibitors; hit rate 1.6% among 230,000; AID 2147; active means well fitted inhibition curve with a large enough effect, not every such curve was filed as active; inconclusive means small, poorly fitted or top-dose-only effect, or another doubt; inactive means no such curve, though single readings can be large or run the other way;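 further: 0% = wells with enzyme and -100% = buffer wells without enzyme; nearly all actives have a fitted effect of over 50% in size; many of its hits are not listed in these tables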
Target sequence (B2RXH2 1-337 limits assumed): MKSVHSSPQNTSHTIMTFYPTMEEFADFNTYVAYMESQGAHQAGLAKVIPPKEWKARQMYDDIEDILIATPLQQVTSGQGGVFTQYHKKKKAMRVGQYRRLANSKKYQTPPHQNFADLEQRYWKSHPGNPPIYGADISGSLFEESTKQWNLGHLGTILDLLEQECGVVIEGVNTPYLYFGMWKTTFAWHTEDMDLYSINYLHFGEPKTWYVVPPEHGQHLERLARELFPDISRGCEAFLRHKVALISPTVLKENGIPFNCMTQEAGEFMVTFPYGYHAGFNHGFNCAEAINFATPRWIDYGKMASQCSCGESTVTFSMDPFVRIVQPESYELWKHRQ
GoLoco inh red: inhibitors of human Gai1-RGS12 GoLoco interaction (red fluorophore). Gai1:RGS12 GoLoco peptide FP, rhodamine, 10 min. hit rate 0.44% among 230,000. Potency, µM (highest dose often 61.6 µM), without a hit: at the highest dose activity, negative = inhibition, hits mostly inhibitors. P63096; active means well fitted inhibition curve with a large enough effect, not every such curve was filed as active; inactive means no such curve, though single readings can be large or run the other way; further: on the % scale 0 is the no-effect control and ±100 the full control effect; nearly all actives have a fitted effect of over 30% in size; many of its hits are not listed in these tables
Target sequence (P63096 whole entry, looked up): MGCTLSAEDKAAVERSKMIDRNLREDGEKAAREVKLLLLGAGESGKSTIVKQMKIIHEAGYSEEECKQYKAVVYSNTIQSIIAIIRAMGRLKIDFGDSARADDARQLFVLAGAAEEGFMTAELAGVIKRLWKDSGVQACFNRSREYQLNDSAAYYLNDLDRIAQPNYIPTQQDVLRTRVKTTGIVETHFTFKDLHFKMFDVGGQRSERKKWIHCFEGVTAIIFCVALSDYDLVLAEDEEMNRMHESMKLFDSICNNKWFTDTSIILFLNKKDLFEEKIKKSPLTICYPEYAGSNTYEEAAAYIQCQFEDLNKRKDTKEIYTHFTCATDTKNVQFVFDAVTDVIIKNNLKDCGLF
NPSR antag: neuropeptide S receptor (human) antagonism, cAMP | CHO-NPSR cells, cAMP TR-FRET, antagonist mode | Potency, µM (highest dose often 38.3 µM), for the others: top-dose activity change, negative = inhibition, hits mostly inhibitors | hit rate 1% among 220,000; further: on the % scale 0 is the no-effect control and ±100 the full control effect; nearly all actives have a fitted effect of over 50% in size; many of its hits are not listed in these tables
Target sequence (Q6W5P4 whole entry, looked up): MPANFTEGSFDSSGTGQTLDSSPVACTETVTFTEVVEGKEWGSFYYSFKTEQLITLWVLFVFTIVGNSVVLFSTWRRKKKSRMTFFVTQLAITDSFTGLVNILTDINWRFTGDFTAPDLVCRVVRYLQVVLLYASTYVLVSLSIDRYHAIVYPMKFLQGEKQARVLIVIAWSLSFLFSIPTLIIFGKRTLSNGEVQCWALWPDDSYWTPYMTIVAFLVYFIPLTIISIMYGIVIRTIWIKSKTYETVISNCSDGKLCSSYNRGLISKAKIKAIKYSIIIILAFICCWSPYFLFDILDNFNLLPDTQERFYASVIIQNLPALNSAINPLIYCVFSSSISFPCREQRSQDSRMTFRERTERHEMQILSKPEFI
IMPase Li inh: IMPase inhibition in cells with lithium potentiation. CHO-M1 cells, IP1 TR-FRET (IP-One), carbachol + lithium. Potency, µM (top dose mostly 59.4 µM), inactives show top-dose activity, negative = IMPase inhibition, usual class: inhibitors. hit rate 0.35% among 210,000;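 further: IP1 builds up when IMPase is blocked and the TR-FRET signal falls; plate controls were basal vehicle for no effect and high inhibitor control for full effect; nearly all actives have a fitted effect of over 50% in size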
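CHO cells stably expressing M1 receptor (2000/well) were cultured 16–30 h, then exposed to compounds with a small lithium addition for 30 min at 37C. IP1 was measured by TR-FRET competition; AC50 from Hill fits.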
RECQ1 inh: RECQ1 (human) helicase inhibition; P46063; RECQ1 DNA unwinding, red fluorescence kinetic read; Potency, µM (titrated, usually from 57.3 µM), without a hit: at the highest dose activity, negative = inhibition, most hits filed as inhibitors; hit rate 0.54% among 240,000; AID 2549;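 further: plate controls were vehicle for no effect and no enzyme for full effect; nearly all actives have a fitted effect of over 30% in size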
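RECQ1T1 50 nM; forked duplex (20 bp + 30-nt ss tails) 200 nM, ATP 2 mM final; pH 8.0, 2 mM MgCl2, 2.5 ug/ml poly(dI-dC); 15 min compound preincubation; discontinuous kinetic read over 2 h at RT.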
Epigenetic derep: regulators of epigenetic silencing causing reporter derepression in mouse cells | murine LDR cells, GFP reporter derepression, 30 h | Potency, µM (doses to about 53.9 µM), without a hit: at the highest dose GFP activation, most hits filed as activators | hit rate 0.2% among 280,000 | AID 1865; further: % of control where 0% means no effect; nearly all actives have a fitted effect of over 60% in size
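In this reporter-derepression format, murine cells bearing a silenced integrated CMV-GFP locus incubate with test compound (30 h, 37 C), then are washed and imaged; fluorescent objects of 20–120 um count as induced cells.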
* = called active by the depositor; i = inactive; ? = inconclusive; / = no result given; & = joins results of further samples; [ ] = another dose, or the depositor's remark. Unless noted, the call rests on the fitted dose curve; in most records, active means well fitted curve in the direction sought with a large enough effect; inconclusive means small, poorly fitted or top-dose-only effect, or another doubt; inactive means no such curve, though single readings can be large; an effect the other way counts as inactive or inconclusive. Potency means the concentration at half of the fitted maximal effect.

SMILES	SMN2 splice up	Epigenetic derep	RECQ1 inh	GoLoco inh red	NPSR antag	IMPase Li inh	Luc counter	KDM4E inh
Cc1cc(C)n(-c2nc(NCC(C)O)c3c4c(sc3n2)COC(C)(C)C4)n1 (stereo unspecified)	-5%	-1.2%	15%	-5%	-6%[46.1 µM]	-6%[38.3 µM]	7%	?
Cc1c(NC(=S)NC(=O)c2sc3ccccc3c2Cl)cccc1C(=O)O	4µM*	-6.1%	8%	26%	-39%	-13%	-1%	?
CCOC(NC(=O)c1ccccc1)C(NC(=O)c1ccccc1)OCC (stereo unspecified)	-3%	0.0%	0%	-6%	-7%[46.1 µM]	4%[38.3 µM]	-1%	4%
O=C(CCc1nc2ccccc2s1)N1CCN(S(=O)(=O)c2cccs2)CC1	-9%	-4.5%	-2%	12%	-21%[46.1 µM]	-9%[38.3 µM]	-4%	-5%
CCC(=O)Nc1ccc2c(c1)ncn2C	8%	0.0%	16%	8%	7%	-3%	-4%	14%
CCCCn1cnc2c(c(CC#N)nn2-c2ccccc2)c1=N	-2%[9.22 µM]	/	/	4%[14.2 µM]	/	-1%	3%[7.66 µM]	/
CNC(=O)Cn1c(C)cc(=O)c2cccc(OC)c21	/	-0.3%	i	2%	-3%[7.67 µM]	/	/	?
CCOC(=O)N1CCC(N(C(=O)Nc2ccc(CC)cc2)C(C)CC)CC1 (stereo unspecified)	-12%	-0.9%	i	7%	-4%[46.1 µM]	9%[38.3 µM]	0%	-10%
CCCCSc1nnc(-c2ccc(C)cc2)o1	11µM*	-1.0%	i	-11%	-11%[46.1 µM]	6%[38.3 µM]	-1%	3%
CCOc1cc(/C=C/C(=O)OCC(=O)NC2CCS(=O)(=O)C2)ccc1OCc1ccccc1 (stereo unspecified)	0%	1.1%	-24%	5%	-25%	7%	0%	?

SMILES	SMN2 splice up	Epigenetic derep	RECQ1 inh	GoLoco inh red	NPSR antag	IMPase Li inh	Luc counter	KDM4E inh
O=C(O)C1CC=CCC1C(=O)Nc1ccccc1Cl (stereo unspecified)	-6%	-3.5%	-10%	-1%	-13%[46.1 µM]	-11%[38.3 µM]	-7%	6%
CC(=O)c1ccc(Cc2cnc(N)s2)cc1	-14%	-0.8%	-9%	4%	0%[46.1 µM]	-5%[38.3 µM]	1%	3%
COc1ccccc1NC(=O)C1CCCN1C(=O)NCc1ccccc1 (stereo unspecified)	-12%	1.0%	i	-3%	-12%[46.1 µM]	-1%[38.3 µM]	0%	6%
O=C(Nc1ccccc1-c1ccccc1)c1cccs1	/	1.4%	-5%	0%	14%	17%	0%	-3%
CC(O)C(=O)O (stereo unspecified)	1%	/	-1%	4%	/	-6%	/	/
COC(=O)C(N)Cc1ccc(Cl)cc1 (stereo unspecified)	-1%	-1.2%	-9%	4%	?	4%	-1%	10%
Cc1ccc(NC(=S)NNC(=O)c2nn(C)c(C)c2Cl)cc1	?	0.0%	-8%	4%	-11%[46.1 µM]	1%[38.3 µM]	-1%	13µM*
Clc1ccc2c(c1)c1cc(Cl)ccc1n2CN1CCOCC1	-19%	3.1%	i	-5%	-7%	22%	-1%	2%
Cc1cc(C(=O)COc2nncc3ccccc23)c(C)n1C	4%	0.1%	-5%	-4%	-6%[46.1 µM]	-13%[38.3 µM]	-4%	-9%
C[C@H]1Cc2c(-c3ccccc3)nc3c(c2CO1)CN(C(=O)c1cc(I)ccc1F)CC3	3%[9.22 µM]	/	5%[11.5 µM]	2%[14.2 µM]	/	8%	-2%[7.66 µM]	1%[11.4 µM]

SMILES	SMN2 splice up	Epigenetic derep	RECQ1 inh	GoLoco inh red	NPSR antag	IMPase Li inh	Luc counter	KDM4E inh
COc1ccc2c(CC(=O)NCc3ccc4c(c3)OCO4)coc2c1	12%	-1.0%	-23%	-15%	-16%[46.1 µM]	8%	-1%	2%
CCOC(=O)c1c(C)nc(SCC(N)=O)c(C#N)c1-c1ccccc1	-3%	-0.2%	-3%	1%	6%	0%	-2%	10%
COc1ccc(/C=N/NC(=O)c2cccnc2)cc1CSc1ccccn1	/	1.1%	-16%	7%	-2%	/	/	-3%
O=C(Cc1ccccc1)N/N=C/C=C/c1ccccc1[N+](=O)[O-]	/	-0.8%	-5%	3%	1%	/	/	5%
CCNC(=S)Nc1cccc(NC(=O)c2ccccc2O)c1	/	3.1%	-2%	7%	13%	/	/	?
COc1ccc(-c2nc(N)c(C#N)c(-c3cccnc3)c2C)cc1	/	1.0%	-9%	-7%	-22%	/	/	?
Cc1nc2ccccc2c(=O)n1/N=C/c1ccc2ccccc2c1O	/	-0.7%	0%	6%	25%	/	/	?
O=C1N/C(=C/c2cccs2)C(=O)N1Cc1ccc(Br)cc1	7%	-1.1%	-15%	2%	5%	2%	-3%	-2%
O=C(Nc1nc(-c2cccs2)cs1)c1ccc(S(=O)(=O)N2CCCC2)cc1	/	1.7%	-5%	21%	-8%[46.1 µM]	-6%[38.3 µM]	-6%	?
Cn1ncc(N=Cc2ccccc2O)c1C(=O)Nc1ccccc1	20%	-1.0%	-19%	10%	?	33%[activator][38.3 µM]	-1%	-1%

SMILES	SMN2 splice up	Epigenetic derep	RECQ1 inh	GoLoco inh red	NPSR antag	IMPase Li inh	Luc counter	KDM4E inh
CCC(NC(=O)CCc1ccccc1)c1ccccc1 (stereo unspecified)	-9%	-2.7%	i	3%	-3%	0%	2%	-5%
CCn1c(CNC(=O)c2cccc(C)c2)nc2ccccc21	-9%	0.0%	3%	8%	-7%[46.1 µM]	30%[38.3 µM]	-2%	2%
COC(=O)c1cc(C(=O)OCC(=O)Nc2ccccc2OC(F)F)cc([N+](=O)[O-])c1	3%	-1.1%	-11%	-3%	7%	10%	0%	3%
COc1cc(Cl)c(C)cc1NC(=O)CSc1nnc(-c2ccccn2)n1Cc1ccco1	-12%	-4.2%	-3%	2%	-27%[46.1 µM]	7%[38.3 µM]	2%	4%
N=c1c2c(-c3ccccc3)c(-c3ccccc3)n(Cc3ccco3)c2ncn1Cc1ccccc1	-88%[inhibitor]	0.8%	-18%	10%	10µM*	50%[activator][38.3 µM]	-1%	5%
O=C(NCc1cccs1)c1nc2c(nnn2Cc2ccc(F)cc2)c(=O)[nH]1	-12%	-2.0%	-4%	4%	2%[46.1 µM]	1%	0%	0%
CC(C)(C)CC(C)(C)NC(=O)CSCC(=O)Nc1ccc2ccccc2c1	6%	0.0%	i	13%	?	14%	0%	-4%
NC(=O)C1(N2CCCCC2)CCN(C(=O)c2ccc(-n3cnnn3)cc2)CC1	-4%	-1.7%	1%	-5%	1%[46.1 µM]	-8%[38.3 µM]	3%	0%
CCOC(=O)Nc1ccc2c(c1)N(C(=O)CCN1CCN(CCO)CC1)c1ccccc1CC2	12%	-1.0%	-4%	0%	2%[46.1 µM]	17%[38.3 µM]	-5%	?
CCCCNC(=O)CS(=O)Cc1nc(-c2cccc(Cl)c2)oc1C (stereo unspecified)	1%	-0.2%	-15%	-2%	0%[46.1 µM]	2%[38.3 µM]	-1%	-6%

SMILES	SMN2 splice up	Epigenetic derep	RECQ1 inh	GoLoco inh red	NPSR antag	IMPase Li inh	Luc counter	KDM4E inh
CCCN1Cc2cccc(C(=O)Nc3cc(OC)cc(OC)c3)c2C1=O	-24%	3.4%	17%	11%	-17%[46.1 µM]	0%[38.3 µM]	-6%	?
CC(NC(=S)Nc1ccc([N+](=O)[O-])cc1)c1ccncc1 (stereo unspecified)	-1%	2.4%	i	9%	-17%	6%	0%	-5%
CC(=O)C1=C(O)C(=O)N(Cc2cccnc2)C1c1ccc(Cl)cc1 (stereo unspecified)	6%	1.2%	-5%	-1%	3%[46.1 µM]	-16%	-3%	-7%
CC(Oc1ccc(Cl)cc1)C(=O)OCC(=O)Nc1ncc(Cl)cc1Cl (stereo unspecified)	9%	-1.0%	-3%	6%	1%[46.1 µM]	20%[38.3 µM]	-4%	8%
O=C(c1cccs1)N1CCN(Cc2ccc3c(c2)OCO3)CC1	0%	-0.1%	-9%	-3%	-18%[46.1 µM]	15%[38.3 µM]	0%	2%
CC1CCCCC1NC(=O)CCCc1nc2ccccc2c(=O)[nH]1 (stereo unspecified)	-1%	-0.9%	-3%	-1%	8%[46.1 µM]	11%[38.3 µM]	-2%	14%
Cc1ccc(-c2noc(CSc3nnnn3-c3ccccc3)n2)cc1	-41%[inhibitor]	5.0%	4%	201%[activator]	-34%[46.1 µM]	7%[38.3 µM]	3%	0%
Cc1ccc(CNC(=O)c2nnc(Cc3ccc(Cl)cc3)o2)cc1	5%	1.1%&1.0%	-2%	-7%	10%	/	/	-2%
COc1ccc(CCn2c(Br)nc3c2c(=O)[nH]c(=O)n3C)cc1	1%	0.1%	-14%	-13%	-1%[46.1 µM]	0%[38.3 µM]	0%	5%
Cc1cc(=O)oc2cc(OCC(=O)OCC(=O)N3CCc4ccccc43)ccc12	16%	-0.8%	12%	1%	-11%[46.1 µM]	-12%[38.3 µM]	2%	?

SMILES	SMN2 splice up	Epigenetic derep	RECQ1 inh	GoLoco inh red	NPSR antag	IMPase Li inh	Luc counter	KDM4E inh
Cc1ccc(C(C)NC(=O)C23CC4CC(CC(C4)C2)C3)cc1 (stereo unspecified)	0%	-5.1%	16%	7%	-46%	-1%	3%	-17%
Cc1ccc(OCCSc2nnc(-c3cccs3)n2C)cc1	-29%	4.7%	-3%	-6%	-18%[46.1 µM]	2%	-2%	4%
O=C(Cn1c(=O)c(=O)n(Cc2ccccc2)c2ccc(Cl)cc21)Nc1cc(F)ccc1F	15%	-1.5%	i	15%	-40%	12%	-5%	?
O=C1CC(c2ccccc2F)c2c(c3ccccc3[nH]c2=O)O1 (stereo unspecified)	/	-1.5%	-1%	2%	-5%	/	/	?
Cc1ccc(-c2cc(C(=O)OC3CCOC3=O)c3ccccc3n2)c(C)c1 (stereo unspecified)	-11%	-0.2%	i	16%	-17%	5%	2%	-28%
COc1ccccc1N1CCN(C(c2cccs2)C(C)NC(=O)c2ccncc2)CC1 (stereo unspecified)	/	1.1%	-3%	0%	6%	/	/	3%
Cc1ccc(S(=O)(=O)Nc2ccc(S(=O)(=O)N3CCCC3)cc2)cc1	-4%	-4.1%	-8%	8%	-9%[46.1 µM]	-3%[38.3 µM]	1%	7%

Some of the compounds tested (hit frequency here may not be typical).
